Bioassay records from PubChem BioAssay.
PrPC surface inh = cell surface PrPC inhibition, primary TR-FRET screen; P04156; inhibition, % at 13.8 µM; AID 720596; TR-FRET read-out; 0.43% of 370,000 active; in the data active means inhibition above about 24%; further: 0% = median of the test wells and 100% = reference compound wells
Mtb BioA inh = inhibitors of Mycobacterium tuberculosis BioA enzyme. purified M. tuberculosis BioA enzyme, plate reader. inhibition, % at 9.99 µM. 0.096% of 360,000 active; in the data active means inhibition above about 40%; inconclusive means no clear call, values can overlap the other calls
CCHFV vOTU inh = CCHFV vOTU protease inhibition; AID 651958; inhibition, % at 11.5 µM; Pep-AMC fluorescence; 0.55% of 370,000 active; further: 0% = vehicle wells with enzyme and 100% = no enzyme wells
GDH-TPI inh = inhibits GDH-TPI coupling enzymes, artifact for Mtb FBA screen; GDH-TPI coupled enzyme counterscreen, NADH absorbance; inhibition, % at 4.8 µM; 1.2% of 360,000 active;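 further: 0% = DMSO wells and 100% = wells lacking the enzyme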
UGM FP inh = inhibitors of M. tuberculosis UDP-galactopyranose mutase; 0.06% of 320,000 active; AID 504406; purified UGM, fluorescence polarization probe displacement; P9WIQ1; inhibition, % at 10 µM; in the data active means inhibition above about 10%, passing the limit was not always enough; inconclusive means no clear call, values can overlap the other calls
Target sequence (P9WIQ1 whole entry, looked up): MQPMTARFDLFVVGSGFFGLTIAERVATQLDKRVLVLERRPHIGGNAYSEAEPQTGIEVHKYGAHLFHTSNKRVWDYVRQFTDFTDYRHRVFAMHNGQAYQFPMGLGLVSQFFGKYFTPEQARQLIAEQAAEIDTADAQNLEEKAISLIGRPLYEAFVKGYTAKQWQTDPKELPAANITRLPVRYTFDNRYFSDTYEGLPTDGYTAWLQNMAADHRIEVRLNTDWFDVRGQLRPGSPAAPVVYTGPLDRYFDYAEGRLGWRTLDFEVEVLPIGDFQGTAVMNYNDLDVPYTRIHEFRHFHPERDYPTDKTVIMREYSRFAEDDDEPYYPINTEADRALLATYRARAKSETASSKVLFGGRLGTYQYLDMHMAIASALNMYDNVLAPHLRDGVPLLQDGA
Mtb FBA inh = inhibits M. tuberculosis FBA enzyme | P9WQA3 | purified M. tuberculosis FBA, fluorescence read-out | inhibition, % at 1 µM | 2.3% of 360,000 active | AID 588726; in the data active means inhibition above about 27%;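 further: 0% = vehicle and 100% = reference inhibitor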
Target sequence (P9WQA3 whole entry, looked up): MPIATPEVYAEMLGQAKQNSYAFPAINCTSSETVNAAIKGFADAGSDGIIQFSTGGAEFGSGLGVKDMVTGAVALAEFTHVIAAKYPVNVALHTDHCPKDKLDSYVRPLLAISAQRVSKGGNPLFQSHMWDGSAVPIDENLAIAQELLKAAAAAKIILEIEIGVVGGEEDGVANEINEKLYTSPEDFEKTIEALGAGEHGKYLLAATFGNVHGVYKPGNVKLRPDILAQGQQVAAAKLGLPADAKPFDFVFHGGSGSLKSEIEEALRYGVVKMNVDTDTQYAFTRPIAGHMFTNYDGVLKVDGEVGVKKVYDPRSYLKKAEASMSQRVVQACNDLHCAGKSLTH
BoNT-A LC inh2 = BoNT A light chain protease inhibition | 0.17% of 360,000 active | inhibition, % at 10 µM | multiplex microsphere protease substrate cleavage, flow cytometry; in the data active means inhibition above about 30%; inconclusive means no clear call, values can overlap the other calls; further: plate controls were buffer without enzyme for full effect and enzyme alone for no effect
BoNT-F LC inh = blocks Botulinum neurotoxin F light chain protease. AID 588497. 0.22% of 360,000 active. Multiplex microsphere protease cleavage assay, flow cytometry. inhibition, % at 10 µM; in the data active means inhibition above about 35%, passing the limit was not always enough; inconclusive means no clear call, values can overlap the other calls; further: plate controls were buffer without enzyme for full effect and enzyme alone for no effect
FadD28 FP inh = blocks FadD28 binding to the bisubstrate probe | 0.22% of 360,000 active | AID 588549 | fluorescence polarization | inhibition, % at 12.5 µM; in the data active means inhibition above about 8.5%, passing the limit was not always enough; inconclusive means no clear call, values can overlap the other calls
Starred values were filed as active, the others as inactive; ? = inconclusive; · = not tested or not shown; & = joins results of further samples. Unless noted, no stated cut-off is given here; in the data, active means inhibition above about 30%; inactive means the rest.

SMILES	PrPC surface inh	Mtb BioA inh	CCHFV vOTU inh	GDH-TPI inh	UGM FP inh	Mtb FBA inh	BoNT-A LC inh2	BoNT-F LC inh	FadD28 FP inh
Cc1nc2c(OCCOc3ccc(F)cc3)cccn2c1N(C)C(=O)CCC1CCCC1	-1	5.8	6	-3	·	2	-0.5	-9	-4.5
CC(C)(C)NC(=S)Nc1cccc(C(F)(F)F)c1	2	·	-6	-6	-0.1	2	-0.2	7	1.0
CCCNS(=O)(=O)c1ccc(OCC(=O)Nc2ccc3c(c2)OCCO3)c(C)c1	2	·	8	6	0.7	2	2.6	-6	-0.8
C[C@@H]1CCCCO[C@H](CN(C)S(=O)(=O)c2cccs2)[C@@H](C)CN([C@H](C)CO)C(=O)c2cc(NC(=O)Nc3ccc4c(c3)OCO4)ccc2O1	7	-2.0&-1.2	18	-12	·	1	-0.1	-6	1.4
Cc1nc(N)nc2c1CCCC2	-9	-2.2	-7	12	1.5	2	0.0	-3	0.4
CN1C(=O)CC(Nc2cccc3cccc(N)c23)C1=O (configuration not stated)	·	·	·	20	0.5	-3	0.2	-10	1.1
COCCN1C(=O)N[C@@H](c2cccc(C(F)(F)F)c2)[C@H](C(=O)OC)[C@H]1C	-5	-0.3	2	2	0.5	0	-0.2	2	-4.0
CCOc1ccc(CNC(=O)CCS(=O)(=O)c2ccc3c(c2)NC(=O)CO3)cc1OC	6	-1.1	-1	4	0.3	-2	-0.9	-4	0.5
O=C(N/N=C/c1cccnc1)c1ccc(Cn2cc([N+](=O)[O-])cn2)o1	-14	·	-3	15	0.0	4	0.1	-1	-1.3
Cc1ccc2c(COC(=O)C3CC(=O)N(c4ccc5c(c4)OCCO5)C3)cc(=O)oc2c1 (configuration not stated)	1	0.5	-1	1	-2.7	1	0.7	0	-0.2
O=C(COc1ccc(Cl)cc1)NCCCNC(=O)c1cccnc1	2	-0.7	-12	-12	-0.4	-1	0.9	1	-4.0
Cc1ccc(Cl)c(OCCCN(C)Cc2ccccc2)c1	-2	0.4	10	13	2.3	2	-1.1	-6	-1.1
Cc1ccc(S(=O)(=O)N2CCN=C2SCc2c(F)cccc2Cl)cc1	4	0.5	13	8	2.5	1	0.7	-2	0.3
O=C(NC(=S)Nc1c(Cl)cc(Cl)cc1Cl)c1ccccc1	11	0.3	-1	1	·	-3	-0.4	-1	-15
NC(=O)C1CCN(S(=O)(=O)c2ccccc2[N+](=O)[O-])CC1	-6	4.7	4	-8	-2.1	3	-5.6	17	-0.7
Cc1noc(C)c1CCC(=O)N1CCCC(CO)(Cc2ccccc2)C1 (configuration not stated)	-3	9.0	10	7	1.6	1	2.0	-2	0.6
COCCCNc1nc2ccccc2nc1NS(=O)(=O)c1cccs1	2	0.3	6	30	0.9	1	-0.7	1	-1.4
CN(C)c1ccc(NC(=O)CCCc2ccccc2)cc1	2	-5.5	2	5	1.3	-8	-0.3	0	-0.7
CCn1cc([N+](=O)[O-])c(C(=O)NCc2ccc(Cl)cc2)n1	-11	·	4	8	1.9	6	1.0	-3	-1.5
COc1cccc(CN2CCN(Cc3ccc4cccc(F)c4n3)CC2CCO)c1 (configuration not stated)	1	-1.1	7	4	-2.9	2	0.6	7	-2.3
CC1=Nc2cc(C(=O)NCC3CCCO3)ccc2Sc2ccc(Br)cc21 (configuration not stated)	4	-0.5	1	16	-2.2	-1	-1.0	-5	-3.0
Cc1cc(C)n2nc(SCc3c(F)cccc3Cl)nc2n1	8	-0.9	7	3	0.0	1	1.2	0	·
Cc1ccc(S(=O)(=O)N(C)CC(=O)N2CCC(C(N)=O)CC2)cc1	3	-2.4	3	2	·	6	-0.5	-4	-1.5
CC(=O)c1c(C)[nH]c(C(=O)N2CCN(c3ccc(F)cc3)CC2)c1C	3	12	-4	5	-0.3	2	-4.5	-5	-0.7
Cc1cccc(C)c1NC(=O)C(NC=O)c1ccccc1 (configuration not stated)	-6	-1.5	14	1	-0.8	1	-1.0	-4	-3.7
c1ccc2c(Cn3ccnc3)cccc2c1	12	-1.8	1	6	-2.8	1	-3.1	?	-1.5
CC(=O)N1CCN(Cc2nc3cc(NC(=O)c4ccccc4C)ccc3n2C)CC1	0	2.0	8	11	-0.9	2	0.1	-4	0.0
O=[N+]([O-])c1cccc2nc3ccccc3c(NCCCn3ccnc3[N+](=O)[O-])c12	-13	·	11	17	·	-1	0.5	1	-0.8
CN(C)CCNC(=O)C12CC3(C)CC(C)(CC(C)(C3)C1)C2	1	1.9	-7	-1	-1.6	5	·	·	0.0
O=C(Nc1cccnc1)NC1CCCCC1	0	2.8	-8	-8	1.3	1	0.4	-5	1.0
O=C(C1CC(=O)N(c2ccc3c(c2)OCCO3)C1)N1CCN(c2cccc(C(F)(F)F)c2)CC1 (configuration not stated)	2	0.8	1	-8	-0.3	-2	3.3	8	-2.4
Cc1cccc(C)c1NC(=O)C(=O)NCC1CCCN1S(=O)(=O)c1ccccc1 (configuration not stated)	0	-1.3	-9	1	-0.9	2	-12	-12	-0.9
Cc1ccc(/C=C2/SC(=S)N(CCC(=O)N3CCN(C)CC3)C2=O)cc1	-10	·	-8	4	1.1	-3	0.4	-7	-2.9
Cn1nnnc1SCC(=O)Nc1nc2ccccc2s1	4	·	9	-6	0.1	1	-0.7	-3	-3.5
CCOc1ccccc1NC(=O)c1ccc(OCC)c([N+](=O)[O-])c1	6	·	6	15	0.5	-1	-0.4	-11	-0.7
COc1ccc(N(CC(=O)N2CCc3ccccc3C2)S(=O)(=O)c2c(C)nn(C)c2C)cc1	-4	-2.3	-2	6	2.3	5	0.0	7	-1.9
O=S(=O)(c1ccc(N2CCOCC2)c(Cl)c1)N1CCOCC1	-3	·	2	-1	0.7	2	-6.6	-31	2.2
COC(=O)C1=C(C)N(CC(C)C)C(=O)C1	0	0.0	-2	-2	-2.5	2	0.5	4	-1.3
O=C(O)c1ccc(NC(=O)c2ccccc2NC(=O)c2ccccc2Br)cc1	-2	0.4	-4	-2	-0.5	2	-3.9	?	-2.1
FC(F)(F)c1cccc(Cn2cnc(NC(=S)NCCc3ccccc3)n2)c1	-3	·	8	4	0.3	0	-0.4	-2	-3.0
O=C(CCNC(=O)c1ccc(Cl)cc1)Nc1ncccc1O	-9	-0.1	8	10	2.8	0	·	·	-2.0
CCCn1c(CCNC(=O)c2ccco2)nc2ccccc21	-2	-0.6	-9	4	0.3	6	-2.5	-28	-1.8
Cc1ccc(NC(=O)CNC(=O)c2ccc(OC(F)F)cc2)cc1S(=O)(=O)N1CCCCCC1	0	7.5	7	2	·	-2	0.1	7	-1.5
O=C1NC(=O)c2cc(NC(=O)C3CCCCC3)ccc21	6	1.3	-39	-6	0.1	44*	-0.3	4	1.3
CCC(C)[C@H](NC(=O)NC1CC1)C(=O)O (some centres not stated)	2	-1.5	16	-6	0.0	-6	?	0	-3.5

Reprinted from the part before: 2 entries; new compounds follow.
SMILES	PrPC surface inh	Mtb BioA inh	CCHFV vOTU inh	GDH-TPI inh	UGM FP inh	Mtb FBA inh	BoNT-A LC inh2	BoNT-F LC inh	FadD28 FP inh
O=C1NC(=O)c2cc(NC(=O)C3CCCCC3)ccc21	6	1.3	-39	-6	0.1	44*	-0.3	4	1.3
CCC(C)[C@H](NC(=O)NC1CC1)C(=O)O (some centres not stated)	2	-1.5	16	-6	0.0	-6	?	0	-3.5
O=C(CC(c1ccccc1)c1ccccc1)Nc1ccncc1	5	0.9	-5	4	3.2	1	-1.3	2	-4.3
COc1cccc(NC(=O)CC2SC(=Nc3ccccc3)NC2=O)c1 (configuration not stated)	4	3.8	8	8	1.1	-1	0.7	9	-2.1
COc1ccc(/C=N/NC(=O)COc2ccc(Cl)cc2Cl)cc1Cn1nc(C)cc1C	-3	·	4	12	1.6	7	-1.3	-6	-1.7
COc1ccc(C(O)CNC(C)C)c(F)c1OC (configuration not stated)	1	0.2	-2	-4	-2.6	4	0.0	2	-3.0
CCN1C(=O)C(=O)N(CC(=O)N(C)CC(=O)Nc2ccccc2Cl)C1=O	-3	·	-14	4	0.4	4	2.1	4	-0.1
CCN(CC)C(=O)CSc1nc(N)c(C(=O)Nc2ccc(OC)cc2)s1	-16	0.8	7	18	3.0	1	-0.1	-6	-1.6
O=[N+]([O-])c1ccc(Sc2cccc3cccnc23)cc1	-25	0.2	-1	28	-3.5	2	2.3	3	-2.2
CC(NC(=O)[C@H](Cc1c[nH]c2ccccc12)NC(=O)[C@@H]1Cc2ccccc2CN1)c1ccccc1 (some centres not stated)	-5	-1.3	-1	-5	0.4	3	-0.2	-7	3.8
CC(NC(=O)[C@@H](C)NC(=O)[C@@H]1Cc2ccccc2CN1C(=O)OC(C)(C)C)c1ccccc1 (some centres not stated)	-1	1.2	12	-9	0.4	3	-1.4	-2	-1.0
Nc1nnc(CC(=O)N2CCCCC2)s1	5	-0.8	-11	4	2.1	1	-0.3	2	1.8
CN(C)C(=O)c1ccc(N/C=C(\C=O)c2nc3ccccc3o2)cc1	3	·	8	1	0.7	0	-0.3	-5	-2.0
COc1ccc(C(=O)OCC(=O)NC2CC2)cc1S(=O)(=O)N1CCOCC1	7	·	-5	-4	-2.5	-1	-0.1	-4	-3.2
CCN1C(=O)c2cccc3c(S(=O)(=O)NCCc4c[nH]c5ccccc45)ccc1c23	-4	-1.2	-8	20	1.5	-1	0.8	-5	-1.7
COc1ccc(OC)c(CCNC(=O)CSc2ccsc2[N+](=O)[O-])c1	-35	1.0	12	4	-1.2	-9	0.5	-2	-4.9
CN(C)c1ccc(NC(=O)COC(=O)c2cc(=O)c3ccccc3o2)cc1	-7	·	35*	0	2.7	1	-0.5	-6	-2.7

In the list so far, three have a thiophene ring, fused or not.
SMILES	PrPC surface inh	Mtb BioA inh	CCHFV vOTU inh	GDH-TPI inh	UGM FP inh	Mtb FBA inh	BoNT-A LC inh2	BoNT-F LC inh	FadD28 FP inh
C[C@@H]1CCCCO[C@H](CN(C)S(=O)(=O)c2cccs2)[C@@H](C)CN([C@H](C)CO)C(=O)c2cc(NC(=O)Nc3ccc4c(c3)OCO4)ccc2O1	7	-2.0&-1.2	18	-12	·	1	-0.1	-6	1.4
COCCCNc1nc2ccccc2nc1NS(=O)(=O)c1cccs1	2	0.3	6	30	0.9	1	-0.7	1	-1.4
COc1ccc(OC)c(CCNC(=O)CSc2ccsc2[N+](=O)[O-])c1	-35	1.0	12	4	-1.2	-9	0.5	-2	-4.9

Next part.
SMILES	PrPC surface inh	Mtb BioA inh	CCHFV vOTU inh	GDH-TPI inh	UGM FP inh	Mtb FBA inh	BoNT-A LC inh2	BoNT-F LC inh	FadD28 FP inh
CC(Sc1nc(C(F)(F)F)nc2ccccc12)C(=O)NC1CCCC1 (configuration not stated)	7	-3.2	-6	6	·	-1	0.4	-6	-1.8
Cc1cc(C)n(-c2ccc(C(=O)OCC(=O)Nc3ccc(Cl)cc3[N+](=O)[O-])cc2)n1	-6	·	5	1	3.5	-1	-0.8	3	0.0
CCc1cccc(OCC(=O)Nc2ccccc2N2CCCC2)c1	2	·	8	1	-2.1	1	4.0	-7	0.3
CCOc1ccc(CN2CCN(Cc3cc4ccccc4o3)CC2CCO)cc1 (configuration not stated)	-8	1.3	-2	2	-1.1	2	·	·	1.9
CCc1ccc(OCCOCC(O)CN2CCN(Cc3ccc(Cl)cc3)CC2)cc1 (configuration not stated)	-6	1.7	3	-4	0.9	-1	0.0	-3	-0.6
COc1cccc(CN2CCNC(=O)C2CC(=O)NCCn2nc(C)cc2C)c1OC (configuration not stated)	3	-0.8	6	4	-6.4	-1	1.2	0	-2.5
Cc1cc(C)n(Cc2n[nH]c(=S)n2Cc2ccccc2)n1	-3	1.6	13	8	2.6	-1	0.4	-4	-1.7
O=C(COC(=O)c1cc[n+]([O-])cc1)Nc1c(Cl)cccc1C(F)(F)F	-1	-0.2	-6	-6	-1.1	1	-1.5	3	-2.9
CCc1cc(-c2n[nH]c(=S)n2-c2ccccc2C)cs1	·	-4.6	·	-5	0.7	6	1.2	0	-1.6
O=C1c2ccc([N+](=O)[O-])cc2NC(c2ccco2)N1/N=C/c1ccco1 (configuration not stated)	-29	·	1	15	-0.6	0	-1.0	-12	1.9
CCc1noc(C)c1C(=O)Nc1ccc(S(=O)(=O)N2CCCC(C)C2)cc1 (configuration not stated)	7	2.2	-4	2	0.7	-3	-3.6	-7	-4.2
NC(=S)NNc1ccnc2cc(Cl)ccc12	-8	·	-3	6	-0.5	3	-0.8	-2	-3.2
